High-throughput results deposited in PubChem BioAssay by Sanford-Burnham Center for Chemical Genomics.
HKDC1 inh: HKDC1 (human) hexokinase inhibition | Q2TB90 | recombinant HKDC1, G6PDH/diaphorase resazurin coupled fluorescence | inhibition, % at 20 µM | 340,000 compounds, 0.16% hits;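 active = inhibition above about 35% when tested at 20 µM, limit read from the data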;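 note: plate controls were DMSO wells with enzyme for no effect and DMSO wells lacking enzyme for full effect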
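Assay system – recombinant HKDC1 (HK5) hexokinase enzyme, produced in-house · Input – HKDC1 at 5 µg/mL · Reagent – glucose plus 1 mM ATP as hexokinase substrates · Timing – 90 min reaction incubation at room temperature, dark · Measured by – G6PDH/diaphorase-coupled fluorescence, 1 mM NADP, 100 µM resazurin, 525/613 nm · Benchmarks – DMSO-enzyme wells negative, buffer-substituted wells positive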
SENP8 block-1: inhibitors of human SENP8 protease; 360,000 compounds, 0.64% hits; inhibition, % at 20 µM; AID 602440; recombinant SENP8, Nedd8 substrate fluorescence; Q96LD8; in the data active = inhibition mostly above about 40%, no sharp cut-off; inactive = mostly below about 27%
Target sequence (Q96LD8 whole entry, looked up): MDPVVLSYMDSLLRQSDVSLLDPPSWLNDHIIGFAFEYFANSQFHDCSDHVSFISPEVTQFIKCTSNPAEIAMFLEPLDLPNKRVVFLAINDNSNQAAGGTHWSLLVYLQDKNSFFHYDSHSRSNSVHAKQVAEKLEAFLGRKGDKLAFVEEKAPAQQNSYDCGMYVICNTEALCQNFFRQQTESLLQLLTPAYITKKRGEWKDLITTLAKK
SENP7 inh: SENP7 protease inhibition | Q9BQF6 | recombinant SENP7, Z-RLRGG-aminoluciferin luminescence, 40 min | inhibition, % at 5 µM | 330,000 compounds, 1.5% hits | AID 434973;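 active = inhibition above about 50% at the single test dose, limit read from the data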;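 note: plate controls were DMSO with enzyme for no effect and no enzyme buffer wells for full effect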
Target sequence (Q9BQF6 706-1050 limits assumed): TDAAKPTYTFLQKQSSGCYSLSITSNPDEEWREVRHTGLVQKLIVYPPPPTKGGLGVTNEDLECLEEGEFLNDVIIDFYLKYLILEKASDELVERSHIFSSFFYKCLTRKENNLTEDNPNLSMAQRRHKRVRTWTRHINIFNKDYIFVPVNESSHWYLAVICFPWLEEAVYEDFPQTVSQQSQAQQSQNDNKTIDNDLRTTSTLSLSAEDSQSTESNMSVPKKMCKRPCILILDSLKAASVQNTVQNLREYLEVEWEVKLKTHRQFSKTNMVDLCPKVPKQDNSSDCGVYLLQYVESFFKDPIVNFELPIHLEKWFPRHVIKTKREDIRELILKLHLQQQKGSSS
PfGluPho inh: PfG6PD (Plasmodium falciparum) enzyme inhibition; PfGluPho enzyme, NADPH resazurin-diaphorase fluorescence; inhibition, % at 20 µM; 350,000 compounds, 0.78% hits; AID 504690;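 active = inhibition reaching at least a set limit at 20 µM in the primary screen, cut at about 59% in these data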;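 note: 0% = DMSO wells with substrate and 100% = DMSO wells lacking glucose-6-phosphate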
SENP1 FRET inh: inhibitors of human SENP1 SUMO protease catalytic domain | Q9P0U3 | recombinant SENP1 catalytic domain, CyPet-SUMO1-YPet FRET cleavage | inhibition, % at 10 µM | 360,000 compounds, 0.21% hits | AID 624204;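 active = inhibition at least 30% at 10 µM, raw YFP signal under a set limit, fluorescence ratio 0.5 to 1.5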;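 note: 0% = enzyme with DMSO and 100% = no enzyme wells; some results filed as inactive read as strong as hits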
Target sequence (Q9P0U3 419-644 limits assumed): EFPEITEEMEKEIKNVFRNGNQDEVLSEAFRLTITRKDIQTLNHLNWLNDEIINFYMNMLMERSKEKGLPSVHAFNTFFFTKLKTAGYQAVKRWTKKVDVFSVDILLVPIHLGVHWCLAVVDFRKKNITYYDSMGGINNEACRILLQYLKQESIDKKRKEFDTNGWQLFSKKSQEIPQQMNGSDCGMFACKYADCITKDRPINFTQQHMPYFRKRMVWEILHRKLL
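Material – human SENP1 catalytic domain · Input – SENP1 enzyme, 20 pM final · Compound dosing – single concentration of 10 µM compound, 0.5% DMSO final · Timing – enzyme reaction for 50 min at room temperature, dark · Measured by – FRET fluorescence in CFP and YFP emission channels · Control set – no-enzyme wells low, DMSO-plus-enzyme wells high control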
SENP6 block: inhibitors of human SENP6 protease. 330,000 compounds, 1.8% hits. Q9GZR1. Recombinant SENP6 catalytic domain, aminoluciferin luminescence. inhibition, % at 10 µM;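 active = inhibition above about 50% at the single tested dose, limit read from the data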;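 note: plate controls were DMSO wells with enzyme for no effect and DMSO wells lacking enzyme for full effect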
Apaf1 inhib: blocks human Apaf-1 apoptosome activity | reconstituted apoptosome caspase-3 activity, DEVD-Rh110 fluorescence | inhibition, % at 20 µM | 330,000 compounds, 0.71% hits | AID 489030; active = inhibition of at least 40% at 20 µM;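 note: plate controls were DMSO wells for no effect and DEVD-CHO caspase inhibitor wells for full effect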
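Material: reconstituted apoptosome with Apaf-1, cytochrome c, caspase-9, procaspase-3, dATP; medium: pH 7.5 Hepes buffer with CHAPS, BSA, DTT; also added: cytochrome c and DEVD-Rh110 substrate; timing: 30 min plus 50 min, RT; signal: Rh110 fluorescence intensity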
SENP8 block-2: SENP8 protease inhibition | purified SENP8, Z-RLRGG-aminoluciferin cleavage, luminescence | inhibition, % at 10 µM | AID 2540 | 330,000 compounds, 1.2% hits | Q96LD8; in the data active = inhibition above about 50%
* marks the source's active call; other numbers are inactive results.

SMILES	HKDC1 inh	SENP8 block-1	SENP7 inh	PfGluPho inh	SENP1 FRET inh	SENP6 block	Apaf1 inhib	SENP8 block-2
CN(C)CCCN1c2ccc([N+](=O)[O-])cc2CCc2cc([N+](=O)[O-])ccc21	4	17	6	41	-29	2	26	-6
O=C1/C(=C\c2ccco2)NC(=S)N1c1ccccc1	-1	0	-11	28	21	-9	10	-9
CN(CCc1ccccn1)C(=O)c1cccnc1Oc1ccccc1	-1	-1	3	-13	2	-3	-21	-5
CCc1ccc(OC)c(S(=O)(=O)Nc2ccccc2C)c1	-10	15	5	25	2	-9	7	-2
CCOC(=O)N1CCN(Cc2nc(N)nc(Nc3ccc(OC)cc3)n2)CC1	-10	16	-5	5	-1	-13	-4	-7
Cc1ccc(-c2cc(N)on2)cc1	-7	2	-4	9	0	-3	-8	-6
CN(C)CCCN(C(=O)COc1ccccc1)c1nc2c(Cl)cccc2s1	-2	18	-2	18	-1	14	-17	3
O=c1c2ccccc2ncn1Cc1ccc(Cl)cc1	4	-2	-2	-14	1	1	-11	-3
CC(OC(=O)CCN=C1NS(=O)(=O)c2ccccc21)C(=O)Nc1ccccc1F (stereo unspecified)	6	11	-3	15	-1	3	6	2
CCOC(=O)c1c(/N=C/C2=C(O)CC(C)(C)CC2=O)sc(C)c1C	-9	-37	1	2	-23	-16	7	-3
Cc1cc(=O)c(C(=O)OC(C)C(=O)NC(N)=O)nn1-c1ccc(Cl)cc1 (stereo unspecified)	-6	5	1	7	-1	-16	5	6
Cc1nnsc1C(=O)NNc1ccc(Cl)cc1	0	14	10	4	-1	3	-20	-2
Cc1ccc(NC(=O)c2cc(S(=O)(=O)N3CCOCC3)cn2C)cc1Cl	3	2	5	5	2	-2	14	5
CN(C)/C=N/S(=O)(=O)c1ccc(Cl)cc1	-9	2	0	7	1	-12	0	-3
C=CCSc1nnc(NC(=O)c2ccc(Cl)nc2)s1	3	-185	12	82*	2	30	6	-3
O=C(NCCc1c[nH]c2ccccc12)c1cc(S(=O)(=O)N2CCCCC2)ccc1N1CCOCC1	-4	16	-1	18	1	-7	5	0
CC[C@@]12C(=O)N(c3ccc(C)cc3)C(=O)N1[C@H](c1cccc(C)c1)[C@@H]1C(=O)N(Cc3ccccc3)C(=O)[C@@H]12	-2	8	-12	4	3	-9	26	-8
Cc1ccc(SCC(=O)N2CCN(S(=O)(=O)c3cccs3)CC2)cc1	11	-7	13	-16	1	-20	9	0
COc1ccc(C)cc1S(=O)(=O)N(C)CC(=O)Nc1ccc2c(c1)OCO2	-5	17	14	6	0	-19	-28	-6
CCOC(=O)C1=C(C)NC(C)=C(C(=O)OCC)C1c1ccc(C)o1	3	-171	-3	4	-6	-16	-6	-4
CCCc1ncc(C(O)c2cccc(OC)c2)n1C (stereo unspecified)	-2	15	-6	-9	3	11	-5	-7
COc1ccccc1C(=O)NNC(=O)c1cccc(F)c1	-7	13	47	-8	4	32	-10	9
CC1=C(C(=O)Nc2ccc(C)cc2)C(c2cccs2)NC(=S)N1 (stereo unspecified)	-9	6	1	2	0	-2	-6	-2
O=C(Cc1ccc(S(=O)(=O)N2CCCC2)s1)N1CCN(c2ccc(F)cc2)CC1	-5	-8	7	2	-3	9	-7	6
CCCCc1nnc(NC(=O)C(C)Sc2nc(C)cc(=O)[nH]2)s1 (stereo unspecified)	1	9	-5	-2	1	-9	-9	5
CCCCCCSc1nsc(NC(C)=O)n1	8	22	10	-22	2	9	-5	23
O=C1C(=O)N(O)C2CCCCC2N1O (stereo unspecified)	-11	21	0	6	1	-19	-7	-4
O=C(Nc1ccc(Br)cc1)c1ccc(N2C(=O)C3CC=CCC3C2=O)cc1 (stereo unspecified)	3	19	-5	-6	1	-6	2	-11
CCC1(C)Cc2c(C#N)c(N)n(-c3ccccc3)c(=O)c2CO1 (stereo unspecified)	2	-13	8	-7	-2	7	15	3
O=C(O)CC(c1ccccc1)n1cnnn1 (stereo unspecified)	-8	12	5	-16	3	-4	-5	5

4 consecutive entries from above, for reference:
SMILES	HKDC1 inh	SENP8 block-1	SENP7 inh	PfGluPho inh	SENP1 FRET inh	SENP6 block	Apaf1 inhib	SENP8 block-2
O=C1C(=O)N(O)C2CCCCC2N1O (stereo unspecified)	-11	21	0	6	1	-19	-7	-4
O=C(Nc1ccc(Br)cc1)c1ccc(N2C(=O)C3CC=CCC3C2=O)cc1 (stereo unspecified)	3	19	-5	-6	1	-6	2	-11
CCC1(C)Cc2c(C#N)c(N)n(-c3ccccc3)c(=O)c2CO1 (stereo unspecified)	2	-13	8	-7	-2	7	15	3
O=C(O)CC(c1ccccc1)n1cnnn1 (stereo unspecified)	-8	12	5	-16	3	-4	-5	5

Additional records:
SMILES	HKDC1 inh	SENP8 block-1	SENP7 inh	PfGluPho inh	SENP1 FRET inh	SENP6 block	Apaf1 inhib	SENP8 block-2
Cc1cc(C)nc(/N=C(\N)Nc2ccc(S(=O)(=O)Nc3nccc(C)n3)cc2)n1	-10	-11	3	-21	-10	-15	-9	3
CCCCNC(=O)Nc1ccccc1C(=O)Nc1ccc(OC)cc1	-3	20	-2	4	2	7	-4	7
CN(C)S(=O)(=O)c1ccc(C(=O)OCc2ccc(C#N)cc2)cc1	-11	15	8	-14	0	-17	22	-1
CC(=O)Nc1ccc(NC(=O)CSc2nnc(-c3cc4ccccc4o3)n2C)cc1	-2	1	3	-8	1	-24	6	-9
Cc1ccc(CC2C(=O)N(c3nc(C)cc(C)n3)C(=O)C2C)cc1 (stereo unspecified)	-6	3	-6	24	-1	-7	-7	2
COc1ccc(CNC(=O)CN(C(=O)CCC(=O)Nc2ccccn2)c2cccc(C)c2)cc1	-6	10	-4	-9	0	0	7	1
O=C(NCc1ccc(F)cc1)c1ccc(N2CCOCC2)c([N+](=O)[O-])c1	-4	17	-8	-5	3	-11	3	-4
CC1(C)CC(=O)c2c(nc3ccccc3c2N)C1	-6	-431	-2	-10	-3	4	-7	4
O=C(NCCc1nc2ccccc2[nH]1)c1cc([N+](=O)[O-])cc([N+](=O)[O-])c1	-1	8	-2	-2	1	-7	-14	-5
COc1ccccc1CNC(=O)CN1C(=O)c2ccccc2S1(=O)=O	-6	5	-5	-2	-1	-11	1	0
O=C(CN1C(=O)COc2ccc(S(=O)(=O)N3CCOCC3)cc21)Nc1cccc(Cl)c1	-2	14	-2	-5	-1	-21	0	-15
Cc1ccc(S(=O)(=O)N2CCCCC2)cc1NS(=O)(=O)c1ccc(Cl)c(C(=O)O)c1	-2	11	-3	-24	1	-7	5	-8
Cn1c(=O)c2c(-c3ccccc3)n(Cc3ccccn3)cc2n(C)c1=O	3	-50	7	1	-6	-5	-9	6
O=C(O)c1ccc(-c2sc(Nc3ccccc3)n[n+]2-c2ccccc2)cc1	-1	5	-16	-11	-1	1	-5	-12
COc1cccc(CN2CC(C(=O)N3CCOCC3)CCC2=O)c1 (stereo unspecified)	-3	10	7	2	-2	17	-13	2
CSCCC(NS(=O)(=O)c1ccc2c(c1)oc(=O)n2C)C(=O)NCc1cccs1 (stereo unspecified)	-6	6	0	7	3	2	-22	0
COc1ccc(N2CCN(C3CCCN(S(=O)(=O)c4ccccc4)C3)CC2)cc1 (stereo unspecified)	-1	11	-15	4	-1	-9	13	-13
Cc1ccc(-c2ccc(/C=N/N3C(=O)C4C5C=CC(CC5)C4C3=O)o2)c([N+](=O)[O-])c1 (stereo unspecified)	0	-84	10	16	-31	2	19	-5
Cc1c(C)c2ccc(OCC(=O)N3CCN(c4ccc(F)cc4)CC3)c(C)c2oc1=O	1	-103	-4	-4	1	-3	2	4
CCOC(=O)c1c(C)[nH]c(C(=O)COC(=O)C2CC(=O)N(Cc3ccccc3)C2)c1C (stereo unspecified)	1	8	-12	-1	0	-13	10	-1

Some of these compounds in order of their number in SENP7 inh, lowest first:
smiles | HKDC1 inh | SENP7 inh | PfGluPho inh | SENP1 FRET inh | SENP6 block
O=C(CN1C(=O)COc2ccc(S(=O)(=O)N3CCOCC3)cc21)Nc1cccc(Cl)c1 | -2 | -2 | -5 | -1 | -21
CSCCC(NS(=O)(=O)c1ccc2c(c1)oc(=O)n2C)C(=O)NCc1cccs1 (stereo unspecified) | -6 | 0 | 7 | 3 | 2
Cn1c(=O)c2c(-c3ccccc3)n(Cc3ccccn3)cc2n(C)c1=O | 3 | 7 | 1 | -6 | -5

Ordered by molar mass (highest first): some entries from above.
SMILES	HKDC1 inh	SENP8 block-1	SENP7 inh	PfGluPho inh	SENP1 FRET inh	SENP6 block	Apaf1 inhib	SENP8 block-2
Cc1c(C)c2ccc(OCC(=O)N3CCN(c4ccc(F)cc4)CC3)c(C)c2oc1=O	1	-103	-4	-4	1	-3	2	4
COc1ccc(N2CCN(C3CCCN(S(=O)(=O)c4ccccc4)C3)CC2)cc1 (stereo unspecified)	-1	11	-15	4	-1	-9	13	-13
O=C(O)c1ccc(-c2sc(Nc3ccccc3)n[n+]2-c2ccccc2)cc1	-1	5	-16	-11	-1	1	-5	-12
Cn1c(=O)c2c(-c3ccccc3)n(Cc3ccccn3)cc2n(C)c1=O	3	-50	7	1	-6	-5	-9	6
COc1cccc(CN2CC(C(=O)N3CCOCC3)CCC2=O)c1 (stereo unspecified)	-3	10	7	2	-2	17	-13	2

Next part:
SMILES	HKDC1 inh	SENP8 block-1	SENP7 inh	PfGluPho inh	SENP1 FRET inh	SENP6 block	Apaf1 inhib	SENP8 block-2
CC(C)(C)c1ccc(S(=O)(=O)N2CCN(Cc3cc4c(cc3O)OCO4)CC2)cc1	3	-3	5	35	0	-1	-6	-2
COc1ccccc1C(=O)Nc1nnc(S(=O)(=O)N2CCN(c3ccc(F)cc3)CC2)s1	-5	7	1	1	1	-8	7	-9
CC(=O)N1N=C(c2cccc([N+](=O)[O-])c2)OC1c1ccc(Cl)cc1Cl (stereo unspecified)	3	19	6	14	-1	-8	25	7
Cc1cccc(NC(=O)CN(C)S(=O)(=O)c2ccccc2)n1	-6	19	-10	9	1	-12	-8	-10
CCOC(=O)C1CCN(Cc2cccc(Oc3ccc(Cl)cc3)c2)CC1	-3	3	-12	-1	0	-2	9	-5
COc1ccc(C2CC(=O)C(C3NCCc4ccccc43)=C(O)C2n2cncn2)cc1 (stereo unspecified)	-3	-12	1	-14	3	9	-14	0
COC(=O)c1ccccc1NC(=O)CN(C1CCCCC1)S(C)(=O)=O	-2	11	-9	3	2	-13	5	1
CCOC(=O)C1CCN(Cc2ccc(OC)cc2OC)CC1	-8	8	-3	-12	3	-4	8	-3
CC(=O)C1=C(O)C(=O)N(Cc2ccccc2)C1c1ccc(Cl)cc1 (stereo unspecified)	-3	24	4	-20	1	17	-2	-3
